# Screens from PubChem BioAssay.
# HTT ATP protect = qHTS Multiplex Assay to Identify Dual Action Probes in a Cell Model of Huntington: Cytoprotection (ATP). PC12 HTT-Q103 induced, cytoprotection, ATP luminescence, 40 h. 0.14% of 230,000 active. Potency, µM (titrated, usually from 56.4 µM), for the others: cytoprotection (ATP increase), usual class: activators;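 note: % of control where 0% means no effect; nearly all actives have a fitted effect of over 45% in size; toxic huntingtin expression switched on by the ecdysone agonist tebufenozide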
#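 PC12 cells stably carrying ecdysone-inducible Htt exon 1 (Q103)–GFP were induced with 100 nM tebufenozide (final) alongside library compounds in a dose series. Cytoprotection was scored as retained ATP by ATPlite luminescence.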
# Tau fluor cs = Counterscreen qHTS for Inhibitors of Tau Fibril Formation, Fluorescence Polarization | tau K18 P301L Alexa594 fluorescence, heparin fibrillization | Potency, µM (highest dose often 57.7 µM), without a hit: at the top dose activity change, negative = decrease | 0.93% of 280,000 active; note: % is set by controls: 0 for no effect and ±100 for the full control effect; nearly all actives have a fitted effect of over 55% in size
#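 Human tau K18 P301L (15 uM unlabeled, 0.24 uM Alexa 594-labeled) in 100 mM sodium acetate pH 7 with 20 uM heparin, 6 hr at 37 C. ThT 30 uM added, 1 hr ambient; Alexa 594 FP and total fluorescence read at 555/632 nm.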
# GLA spleen mod = qHTS Assay for Inhibitors and Activators of Human alpha-Galactosidase From Spleen Homogenate; human spleen homogenate, 4MU-alpha-Gal fluorescence, 40 min; Alpha-galactosidase A (Homo sapiens), P06280; Potency, µM (top dose mostly 80 µM), inactives show top-dose activity change, negative = inhibition, actives largely listed as inhibitors; 0.008% of 240,000 active;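 note: 0% = enzyme with vehicle and -100% = no enzyme basal signal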
# Target sequence (P06280 32-429 limits assumed): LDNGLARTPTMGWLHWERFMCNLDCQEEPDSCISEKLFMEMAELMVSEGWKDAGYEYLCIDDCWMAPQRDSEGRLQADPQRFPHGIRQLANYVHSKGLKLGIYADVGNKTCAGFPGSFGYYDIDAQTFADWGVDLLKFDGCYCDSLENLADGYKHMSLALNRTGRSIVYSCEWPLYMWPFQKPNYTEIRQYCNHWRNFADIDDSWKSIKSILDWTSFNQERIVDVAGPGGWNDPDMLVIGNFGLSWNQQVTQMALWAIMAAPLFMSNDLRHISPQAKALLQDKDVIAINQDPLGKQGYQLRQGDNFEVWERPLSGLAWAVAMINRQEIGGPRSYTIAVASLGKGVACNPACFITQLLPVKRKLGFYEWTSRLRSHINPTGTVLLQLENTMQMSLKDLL
#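 Fluorogenic readout (Ex 365/Em 440 nm) of 4-methylumbelliferone released from 1 mM 4-MU-alpha-galactoside by spleen homogenate, 40 min at 37C, pH 5.0. Data normalized to no-enzyme and enzyme controls; Hill-equation AC50 from compound titrations.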
# GAA glycogen mod = qHTS Assay for Inhibitors and Activators of Human alpha-Glucosidase Cleavage of Glycogen; recombinant GAA, glycogen substrate, Amplex Red glucose oxidase fluorescence; Lysosomal alpha-glucosidase (Homo sapiens), P10253; 0.38% of 300,000 active; Potency, µM (series often up to 76.4 µM), for the others: at the highest dose activity change, negative = inhibition, hits mostly inhibitors; AID 2100, 2009;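 note: 0% = full enzyme reaction and -100% = no-enzyme basal signal; the screen sought inhibitors and activators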
#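 qHTS, 1536-well; enzyme 4 nM final; cpd up to 77 uM; substrate bovine liver glycogen 30 ug; 50 mM citrate/phosphate pH 5.0, 0.01% Tween-20; 37 C, 40 min; Amplex Red detection 45 min RT; Hill fit → AC50.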
# aGlu spleen mod = qHTS Assay for Inhibitors and Activators of Human alpha-Glucosidase From Spleen Homogenate; Lysosomal alpha-glucosidase (Homo sapiens), P10253; human spleen homogenate, 4-MU-alpha-glucoside fluorescence; Potency, µM (titrated, usually from 79.9 µM), inactives show at the highest dose activity change, negative = inhibition, usual class: inhibitors; 0.006% of 240,000 active; AID 2112, 2009;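 note: 0% = enzyme with vehicle and -100% = no enzyme basal signal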
#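 Compounds were titrated against alpha-glucosidase in spleen homogenate at pH 5.0, with 1 mM 4-methylumbelliferyl substrate for 40 min at 37 C. Reactions were quenched with pH 10 NaOH/glycine and fluorescence measured.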
# Tau FP inhib = qHTS for Inhibitors of Tau Fibril Formation, Fluorescence Polarization. Microtubule-associated protein tau (Homo sapiens), P10636. K18 P301L tau heparin fibrillization, Alexa594 FP, 6 h. Potency, µM (doses to about 57.7 µM), without a hit: at the top dose activity, negative = inhibition, hits mostly inhibitors. 0.39% of 280,000 active. AID 1468, 2008; note: % is set by controls: 0 for no effect and ±100 for the full control effect; nearly all actives have a fitted effect of over 55% in size
# Target sequence (P10636 561-689 P618L limits assumed): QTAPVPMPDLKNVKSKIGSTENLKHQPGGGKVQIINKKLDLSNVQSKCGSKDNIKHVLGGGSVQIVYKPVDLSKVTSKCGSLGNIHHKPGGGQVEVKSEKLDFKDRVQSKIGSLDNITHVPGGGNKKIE
#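 Compound effects on tau fibrillization are measured by Alexa 594 fluorescence polarization (ex 555, em 632 nm). K18 P301L tau is used at 15 uM with 0.24 uM labeled tracer, and 20 uM heparin induces aggregation over 6 hr at 37 C.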
# Tau ThT inhib = qHTS for Inhibitors of Tau Fibril Formation, Thioflavin T Binding; Microtubule-associated protein tau (Homo sapiens), P10636; recombinant tau K18 P301L (four-repeat tau fragment), heparin-induced fibrillization, ThT fluorescence; Potency, µM (series often up to 57.4 µM), without a hit: at the highest dose activity, negative = inhibition, usual class: inhibitors; 2.1% of 270,000 active; AID 1460, 2008; note: % is set by controls: 0 for no effect and ±100 for the full control effect; nearly all actives have a fitted effect of over 55% in size
#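 K18 P301L tau (15 uM + 0.24 uM Alexa 594-tagged), heparin 20 uM, NaOAc pH 7, 6 h 37 C; ThT 30 uM, 1 h RT, ex 450/em 510 nm.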
# GAA inhib = qHTS Assay for Inhibitors of Human alpha-Glucosidase as a Potential Chaperone Treatment of Pompe Disease. Lysosomal alpha-glucosidase (Homo sapiens), P10253. purified human GAA, 4-MU-alpha-glucoside fluorescence. Potency, µM (doses to about 76.9 µM), without a hit: at the highest dose activity change, negative = inhibition, actives largely listed as inhibitors. 0.005% of 200,000 active;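 note: plate controls were uninhibited enzyme wells for no effect and no-enzyme background for full effect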
#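 Read-out is 4-methylumbelliferone fluorescence (Ex 365/Em 440 nm) after NaOH/glycine stop at pH 10. Enzyme 4 nM, substrate 400 uM, pH 5.0 citrate buffer, 20 min room temperature; AC50 from Hill-equation concentration-response.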
# * marks the source's active call; other numbers are inactive results; ? = inconclusive; . = no result given; & = joins results of further samples; [ ] = another dose, or the depositor's remark. Calls come from the whole dose curve; as a rule, active = well fitted curve in the direction sought with a large enough effect; inconclusive = small, poorly fitted or top-dose-only effect, or another doubt; inactive = no such curve, though single readings can be large; an effect the other way counts as inactive or inconclusive. Potency is the fitted concentration of half-maximal effect.
SMILES,HTT ATP protect,Tau fluor cs,GLA spleen mod,GAA glycogen mod,aGlu spleen mod,Tau FP inhib,Tau ThT inhib,GAA inhib
O=S1(=O)CC(N2CCCCC2)C(N2CCCCC2)C1 (stereo unspecified),-2%,-6%,-6%,6%,-4%,-1%,-7%,-5%
CC(C)Cc1nnc(NC(=O)c2cc(-c3ccccc3)nc3ccccc23)s1,7%,2%,4%,2%,-7%,8%,-4%,0%
O=C(CCn1cnc2ccccc21)N=Nc1c(O)[nH]c2ccccc12,14%[10 µM],-11%,0%,3%,-2%,-5%,?,.
NS(=O)(=O)c1ccc(CCNC(=O)CSc2nc3ccsc3c(=O)n2CC2CCC(C(=O)O)CC2)cc1 (stereo unspecified),-6%[10 µM],4%,9%,-4%,4%,10%,-1%,4%
CC(=O)Nc1ccc(C)c([N+](=O)[O-])c1,38%[10 µM],-1%,-6%,14%,-2%,6%,-2%,6%
Cc1ccc(-n2nc(-c3ccccc3)c3cnc4cc5c(cc4c32)OCO5)cc1C,.,-7%,.,-18%[76.3 µM],.,-4%,-11%,.
CCOC(=O)c1sc(NC(=S)NC(=O)C23CC4CC(CC(C4)C2)C3)cc1C,9%[10 µM],-3%,5%,15%,-4%,-1%,-2%,-5%
CCC/C=N/NC(=O)c1cccc(Br)c1,-29%,-6%,-4%,-25%,.,-2%,?,?
O=C(CCc1nnc(CCC2CCCCC2)o1)NCCc1cccnc1,-1%[10 µM],-6%,5%,-9%,7%,1%,-13%,8%
CCCN1Cc2cccc(C(=O)NCc3ccc(C)cc3)c2C1=O,-33%[inhibitor],-7%,2%,-9%,6%,2%,-4%,?
O=C(NCCc1ccccc1)C(=S)N1CCCCC1,18%,-1%,-5%,11%,1%,-3%,0%,?
CCCC(c1nnnn1C(C)(C)CC)N(CCCO)Cc1cc2cc(C)cc(C)c2[nH]c1=O (stereo unspecified),-30%,-6%,7%,23%,-2%,13%,-20%,-6%
CC(NC(=O)c1ccc(Cn2c(=O)c3cccn3c3cccnc32)cc1)c1ccccc1 (stereo unspecified),.,-18%,.,3%[76.3 µM],.,-10%,6%,.
Cc1cc(OCC(=O)NCCO)cc(C)c1Cl,-27%,0%,6%,-14%,2%,-1%,-4%,1%
CCS(=O)(=O)CCSC(=N)N,6%,-4%,1%,15%,0%,-15%,-22%,4%
Cc1ccc(/C=N/NC(=O)c2ccco2)s1,-20%,-3%,-7%,-7%,-16%,-8%,-2%,-8%
COc1cccc(C2CC(c3ccccc3Cl)n3nnnc3N2)c1 (stereo unspecified),-14%[10 µM],-3%,-8%,-11%,-5%,-1%,-7%,-1%
CC[C@H](C)N(C)C(=O)c1cc2ccccc2c(-c2ccccc2Cl)n1,19%,-11%,-3%,.,-2%,2%,-15%,.
CC(=O)N1CC[C@H]2CC(=O)CC[C@@]21C,-16%[96.6 µM],4%[126 µM],1%[181 µM],.,3%[181 µM],9%[126 µM],1%[126 µM],.
Cn1c(=O)c2cc(S(=O)(=O)NC(Cc3ccccc3)C(=O)NCc3ccco3)ccc2n(C)c1=O (stereo unspecified),-20%,-7%,4%,-18%,11%,-4%,?,-6%
CCC(=O)Nc1ccc(C(=O)CSc2nnc(-c3ccc(NS(=O)(=O)CC)cc3)o2)cc1OC,-2%[10 µM],-1%,5%,-11%,-1%,-11%,6%,.
O=C(NCc1nc2ccccc2[nH]1)c1cc2ccccc2oc1=O,-27%,-11%,2%,14%,-1%,-4%,-10%,-3%
Cc1nc(-c2noc(-c3ccc(Cl)cc3)n2)c(C(F)(F)F)o1,22%[10 µM],-2%,4%,-2%,1%,-5%,-2%,-16%
Cc1csc(=N)n1-c1ccc(Cl)cc1,-2%,?,-1%,?,-3%,22%,?,8%
Fc1ccc(N2CCN(Cc3cnc(N4CCOCC4)s3)CC2)cc1,11%[10 µM],0%,-2%,-5%,-2%,9%,-3%,5%
CCN(CC)c1ccc(-n2c(O)c(C=C3N=c4ccccc4=N3)sc2=S)cc1,7%[10 µM],?,7%,-2%,5%,6%,-13%,7%
O=C(CCc1nnc(COc2ccccc2)o1)NCCc1cccs1,2%[10 µM],0%,-3%,15%,1%,-4%,-5%,.
O=C(C1CCCCC1)N1CCN(c2ccccc2F)CC1,-2%,-4%,7%,-2%,-6%,4%,-6%,-6%
O=C(O)c1cccc(NC(=S)N/N=C/c2ccccc2OCc2cccc(Br)c2)c1,.,-7%,1%,-20%,1%,5%,?,-26%
CN1CCN(C(=O)c2cc3ccccc3oc2=O)CC1,-13%,-3%,-22%,5%,-12%,-2%,-2%,-7%

# Taken from above:
# CN1CCN(C(=O)c2cc3ccccc3oc2=O)CC1 | Tau FP inhib = -2%
# CCN(CC)c1ccc(-n2c(O)c(C=C3N=c4ccccc4=N3)sc2=S)cc1 | GAA inhib = 7%

# (cont.)
SMILES,HTT ATP protect,Tau fluor cs,GLA spleen mod,GAA glycogen mod,aGlu spleen mod,Tau FP inhib,Tau ThT inhib,GAA inhib
O=C(Cn1cnc2ccccc2c1=O)c1ccc(Cl)cc1,12%[10 µM],-8%,3%,10%,3%,2%,4%,9%
CC(=O)NCCCc1nc2ccccc2n1Cc1c(F)cccc1Cl,2%[10 µM],-11%,-3%,-2%,-2%,-7%,-11%,-6%[15.4 µM]
O=C(Cn1nnc2sc3c(c2c1=O)CCCC3)Nc1ccc(F)c(Cl)c1,.,?,.,-11%[76.3 µM],.,?,0%,.
COc1ccccc1CC(NC(C)=O)C(=O)NC1CCN(C(=O)Nc2ccccc2Cl)CC1 (stereo unspecified),15%[10 µM],-14%,3%,3%,-2%,4%,-8%,1%
COc1ccc(N2CCN(CCCNC(=O)Nc3ccccc3Cl)CC2)cc1,.,-19%,.,-19%[76.3 µM],.,14%,-16%,.
CCOc1ccc2nc(NC(=O)Nc3cccs3)sc2c1,-70%[inhibitor],14µM*[quencher],4%,?,-6%,?,?,-3%
Cc1nc2nc(-c3ccco3)[nH]n2c(=O)c1C,-3%,-2%,-8%,-3%,-3%,3%,-2%,-6%
CC(Oc1ccc2oc(-c3ccccc3)c(C(=O)O)c2c1)C(=O)O (stereo unspecified),-13%[10 µM],7%,4%,4%,-1%,-1%,3%,2%
CCN(CC)S(=O)(=O)c1ccc(N2CCOCC2)c(NS(=O)(=O)c2ccc(OC)cc2)c1,5%[10 µM],20%,-3%,-1%,-5%,-4%,.,.
O=C(NC1CCC(C(=O)O)CC1)OCc1ccccc1 (stereo unspecified),-11%&6%,-11%&-2%,5%&3%,3%&7%,5%&1%,-2%&7%,-14%&-5%,?
CC(C)c1ccccc1NC(=O)C(Cc1c[nH]c2ccccc12)NC(=O)OC(C)(C)C (stereo unspecified),.,?,.,-16%[76.3 µM],.,5%,-7%,.
OCC1(Cc2cccc(C(F)(F)F)c2)CCN(Cc2cc3ccccc3o2)CC1,9%[10 µM],-12%,-3%,14%,1%,1%,1%,-4%
CN1CCCN(C(=O)CC2(CC(=O)O)CCCC2)CC1,-15%,1%,2%,1%,1%,-3%,-5%,9%
CCOC(=O)c1c(NC(=O)c2nn(CC)cc2Br)sc2c1CCCCC2,-16%[0.074 µM],-26%,4%,-5%,5%,-16%,?,-1%
NC(=O)[C@@H]1CCCN1Cc1nc(-c2cccs2)no1,1%[10 µM],-7%,3%,-11%,4%,0%,-10%,-5%
CCOc1cc(C(=S)N2CCCC2)ccc1OCC(=O)Nc1c(C)cc(C)cc1C,11%[10 µM],0%,-1%,-3%,-13%,11%,-12%,2%
Cc1cccc(OCC(=O)NCC2(N3CCN(C)CC3)CCCCC2)c1C,.,-14%,.,-1%[76.3 µM],.,6%,-3%,.
O=C(CCCc1c[nH]c2ccccc12)N1CCCCCC1,-14%,-14%,7%,12%,-9%,12%,-11%,5%
COc1cccc(-c2nc3c(C#N)c[nH]n3c2NC2CCCCC2)c1,.,6%,.,-11%[76.3 µM],.,-1%,6%,.
Cc1ccc(C(NC(N)=O)c2ccccc2)cc1 (stereo unspecified),13%,-3%,2%,7%,3%,-15%,6%,-11%
CSc1ccccc1NC(=O)CN1CCCCC1,-12%[10 µM],-1%,0%,10%,-8%,0%,-1%,-6%
CCc1ccc(OCC(=O)Nc2ccc(-c3nc4ccccc4o3)c(O)c2)cc1,-26%,1%,1%,7%,-3%,8%,-14%,1%
Cc1cccc(N(CC(=O)Nc2ccc(-c3nc4ccc(C)cc4s3)cc2)S(C)(=O)=O)c1,-12%,?,9%,1%,3%,-18%,?,4%
S=C(NCCc1ccccc1)NCc1ccccc1Cl,4%[10 µM],-17%,6%,-1%,11%,-8%,3%,10%
Cc1ccccc1OCc1nnc(SCc2cc(=O)[nH]c3ccccc23)o1,-3%,-14%,6%,3%,4%,-10%,-8%,7%
O=Cc1c[nH]c2ncccc12,14%[10 µM],-6%,4%,-12%,-6%,1%,-2%,.
Cc1ccc(NC(=O)Cn2nnc(C(=O)NCc3cccs3)c2N)cc1Cl,.,-4%,.,-8%[76.3 µM],.,-2%,5%,.
Cc1ccc(N2C(=O)C(O)(C(F)(F)F)C3=C2CC(C)(C)CC3=O)cc1 (stereo unspecified),.,-4%,5%,-2%,-9%,5%,1%,-4%

# Ordered by value in Tau ThT inhib (highest first): 3 from the list above.
SMILES | Tau ThT inhib
COc1cccc(-c2nc3c(C#N)c[nH]n3c2NC2CCCCC2)c1 | 6%
CSc1ccccc1NC(=O)CN1CCCCC1 | -1%
CCOc1cc(C(=S)N2CCCC2)ccc1OCC(=O)Nc1c(C)cc(C)cc1C | -12%

# Rows are unselected (roughly 3.3% active in at least one column).
